# Screening results (PubChem)
# Pf growth 48h: inhibits P. falciparum growth in the first generation, 48 h | Potency, µM (top dose mostly 28.7 µM), for the others: top-dose activity change, negative = inhibition, hits mostly inhibitors | 5.9% of 310,000 active | P. falciparum luciferase growth in erythrocytes, 48 h; further: potency means the concentration at half of the fitted maximal effect; on the % scale 0 is the no-effect control and ±100 the full control effect
#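 A one-generation exposure of luciferase-tagged malaria parasites in RPMI 1640/Albumax erythrocyte culture, 37 C and 5% CO2. Inhibition is inferred from decreased luminescence after adding detection reagent.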
# Giardia FBPA inh: inhibitors of Giardia lamblia fructose-1,6-bisphosphate aldolase | purified Giardia FBPA | 0.71% of 290,000 active | Potency, µM (highest dose often 59.6 µM), without a hit: top-dose activity, negative = inhibition, usual class: inhibitors | A8B2U2; further: potency means the concentration at half of the fitted maximal effect; on the % scale 0 is the no-effect control and ±100 the full control effect; nearly all actives have a fitted effect of over 55% in size
# Target sequence (A8B2U2 whole entry, looked up): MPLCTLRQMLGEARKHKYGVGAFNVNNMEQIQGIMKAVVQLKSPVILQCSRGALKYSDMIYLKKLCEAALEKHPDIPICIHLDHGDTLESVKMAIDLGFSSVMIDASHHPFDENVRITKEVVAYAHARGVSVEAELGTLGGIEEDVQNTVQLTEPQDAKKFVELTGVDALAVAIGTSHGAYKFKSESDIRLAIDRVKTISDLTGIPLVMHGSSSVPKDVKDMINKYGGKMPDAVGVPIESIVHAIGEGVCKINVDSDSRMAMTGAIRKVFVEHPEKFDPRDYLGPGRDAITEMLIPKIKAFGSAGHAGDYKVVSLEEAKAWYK
#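 Giardia FBPA (40 nM reagent) was preincubated 10 min at RT with compound (up to 57.5 uM final), then substrate plus GAPDH/TPI/NAD/arsenate coupling system with diaphorase/resazurin was added; resorufin fluorescence (525/598 nm) was read after 20 min.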
# Pf growth 96h: P. falciparum growth inhibition at 96 hours | P. falciparum luciferase reporter growth, 96 h | Potency, µM (highest dose often 28.7 µM), without a hit: top-dose activity change, negative = inhibition, usual class: inhibitors | 6.9% of 320,000 active | AID 504834; further: potency means the concentration at half of the fitted maximal effect; on the % scale 0 is the no-effect control and ±100 the full control effect
#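 96 h incubation, 37 C, 5% CO2, of luciferase-reporter P. falciparum-infected RBCs (2% hematocrit, 0.05% parasitemia final) with test compounds; endpoint luminescence.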
# Shiga toxin inh: Shiga toxin inhibition; Vero cells, Shiga toxin protein synthesis inhibition reporter; inhibition, % at 38.7 µM; 9.2% of 290,000 active; AID 2315; in the data active means inhibition mostly above about 28%, no sharp cut-off; inactive means mostly below about 43%; further: 0% is about no effect
# HCV inhibitor: inhibitors of hepatitis C virus infection. Huh7.5.1 HCVcc-Cre infection, luciferase reporter, 44 h. Potency, µM (doses to about 41.8 µM), for inactives: top-dose activity change, negative = inhibition, most hits filed as inhibitors. 3.4% of 340,000 active. AID 651820; further: potency means the concentration at half of the fitted maximal effect; on the % scale 0 is the no-effect control and ±100 the full control effect
#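 Reporter virus HCVcc-Cre (~0.5 moi) infects cells exposed to compound; seeding density 1,000 cells/well with 4 h settling beforehand. Luminescence, 15 sec read, taken 44 h post-infection following a 15 min RT substrate incubation.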
# Cycloheximide cs: affects cycloheximide protein synthesis inhibition readout, counter-screen | cell reporter, cycloheximide protein synthesis inhibition counterscreen | 12% of 300,000 active | max response, %; in the data active means max response mostly above about 13%, no sharp cut-off; inactive means mostly below about 14%; further: read at 38.3 µM for the half of the compounds with a filed dose; 0% is about no effect
# * marks the source's active call; other numbers are inactive results; ? = inconclusive; · = no result given; [ ] = remark or other dose. Unless noted, the call rests on the fitted dose curve; in most records, active means well fitted curve in the direction sought with a large enough effect; inconclusive means small, poorly fitted or top-dose-only effect, or another doubt; inactive means no such curve, though single readings can be large; an effect the other way counts as inactive or inconclusive.
# Key to letters – A = Pf growth 48h; B = Giardia FBPA inh; C = Pf growth 96h; D = Shiga toxin inh; E = HCV inhibitor; F = Cycloheximide cs
CN(C)c1nc(SCCOC(=O)c2ccccc2)nc(N(C)C)n1
  A: -13%; B: 8%; C: ·; D: 16; E: ?; F: 0
Cc1ccc(N2C(=O)[C@@H]3C(C(=O)CCN4C(=O)c5ccccc5C4=O)=NN[C@@H]3C2=O)cc1
  A: 13%; B: 1%; C: 34%[activator]; D: -10; E: 8%; F: -1
O=C(Nc1sc2c(c1C(=O)NCCCO)CCCC2)c1ccccc1
  A: ?; B: 10%; C: ?; D: 14; E: ?; F: 6
Cc1cc(NC(=O)CCC(=O)N(Cc2cccnc2)C(C(=O)NC(C)(C)C)c2ccccc2Cl)no1 (stereo not drawn)
  A: -12%; B: 4%; C: ?; D: -10; E: 7%; F: -2
O=C1c2ccccc2C(=O)N1Cc1nc(-c2ccccn2)no1
  A: 115%[activator]; B: 4%; C: 17%; D: 47*; E: 17%; F: 46*
COc1cc2c(cc1OC)C(C)N(C(=S)Nc1ccccc1)CC2 (stereo not drawn)
  A: 5%; B: -7%; C: 22%; D: -5; E: -8%; F: -1
O=C(Nc1ccc(Cl)cc1)N1CCC(c2nc(-c3cccs3)no2)CC1
  A: 21%; B: 4%; C: 37%[activator]; D: 49*; E: ?; F: 24*
COc1ccc(CCNC(=O)c2ccc(NC3=NC4CS(=O)(=O)CC4S3)cc2)cc1OC (stereo not drawn)
  A: 6%; B: ·; C: 30%; D: -8; E: 8%; F: -3
Cn1ncc2c(Nc3ccc([N+](=O)[O-])cc3)nc(Cl)nc21
  A: 6%; B: 1%; C: -55%; D: -6; E: -9%; F: -1
CC(C)(C)NC(=O)C(c1ccc(F)cc1)N(CC1CCCO1)C(=O)c1csnn1 (stereo not drawn)
  A: -19%; B: ·; C: -2%; D: -7; E: -2%; F: -1
C=CCn1cc([N+](=O)[O-])nc1C
  A: 11%; B: 5%; C: ?; D: 12; E: 4%; F: -3
O=C1CSC(c2ccccc2)N1c1ccccc1F (stereo not drawn)
  A: 12%; B: -1%; C: -23%; D: 11; E: 5%; F: 1
CCn1nnnc1SCC(=O)Nc1ccc(OC)cc1
  A: 24%; B: -1%; C: 15µM*; D: 34*; E: 2%; F: 13
O=C(CCn1cccc1)Nc1ccccc1F
  A: 38%[activator]; B: 9%; C: 53%[activator]; D: 28; E: 5%; F: 10
O=C(c1cc([N+](=O)[O-])cc([N+](=O)[O-])c1)N(c1ccccn1)c1ccccn1
  A: 23%; B: -8%; C: 3%; D: -3; E: -5%; F: 1
Cc1ccc(/C=N/NC(=O)CSCc2ccc(Cl)cc2)cc1
  A: -4%; B: -26%; C: 3%; D: -5; E: -7%; F: -1
O=C(c1ccc2snnc2c1)N1CCCCC1
  A: -27%; B: 4%; C: ?; D: -12; E: 12%; F: -2
Cc1coc2c(O)cc3c(c12)OC1(N2CCCCC2)C(=O)NCCCC31 (stereo not drawn)
  A: 12µM*; B: ?; C: 9.3µM*; D: -3; E: ?; F: 0
CCN(CC)S(=O)(=O)c1ccc(Cl)c(NC(=O)c2ccccc2C)c1
  A: 15%; B: -8%; C: -30%; D: -10; E: ?; F: 0
Cc1ccc2[nH]cc(CCNC(=O)c3cccs3)c2c1
  A: -24%; B: 12%; C: -3%; D: 22; E: 11%; F: 21
CCOc1cc(C(=O)N(C)c2ccccc2)cc(OCC)c1OCC
  A: 1%; B: 2%; C: ·; D: 0; E: -2%; F: -1
COc1cc(-c2nc(-c3ccc(NC(=O)c4ccc(Br)o4)cc3)no2)cc(OC)c1OC
  A: ·; B: -11%; C: ?; D: 49; E: ?; F: 36*
Nc1ccc(C(=O)OCc2nc3ccccc3s2)cc1
  A: 41%[activator]; B: 2%; C: 62%[activator]; D: 87*; E: 4%; F: 56*
COC(=O)NNC1=CC(=O)CC(C)(C)C1
  A: 20%; B: 0%; C: ?; D: -4; E: 9%; F: 9
COc1ccc(OC2CCN(S(=O)(=O)c3ccc(C(C)=O)cc3)CC2)cc1
  A: ?; B: -5%; C: 29%; D: 5; E: 13µM*; F: 5
N/C(=N\OC(=O)c1cc(Br)ccc1Cl)c1ccccn1
  A: 159%[activator][5.75 µM]; B: 1%; C: 33%[activator]; D: 77*; E: ?; F: 52*
CCc1ccc2c(c1)C(NC(C)=O)C(=O)N2CC (stereo not drawn)
  A: 21%; B: -24%; C: ?; D: 7; E: -28%; F: 0
COc1ccccc1C(=O)NC(=O)COC(=O)Cc1ccccc1[N+](=O)[O-]
  A: 2%; B: ·; C: 15%; D: ·; E: 12%[8.37 µM]; F: ·
COC(=O)CNC(=O)/C=C/c1cc(Br)ccc1OC
  A: 15%; B: 0%; C: ?; D: -9; E: ?; F: -1
O=[N+]([O-])c1ccccc1/C=N/n1c(COc2ccccc2)n[nH]c1=S
  A: 5%; B: ·; C: 1%; D: -15; E: 19%; F: -1
O=C(c1ccc(COc2ccccc2Cl)o1)N1N=C(C(F)F)CC1(O)C(F)F (stereo not drawn)
  A: -12%; B: 3%; C: -19%; D: 1; E: -22%; F: -1
CC(=O)Nc1ccc(NC(=O)/C=C/c2ccc3c(c2)OCO3)cc1
  A: 20%; B: -3%; C: 68%[activator]; D: 23; E: ?; F: 32*
O=C(Cn1ccc2ccccc2c1=O)NCC(=O)N1CCC2(CC1)OCCO2
  A: -16%; B: 3%; C: -18%; D: -5; E: -3%; F: 11
O=C(NCC1(c2ccccc2)CCCC1)c1ccco1
  A: -15%; B: -3%; C: 35%[activator]; D: -15; E: -16%; F: 4
CC(C)CCN1CCN(Cc2ccon2)CC1CCO (stereo not drawn)
  A: 27%; B: -1%; C: 4%; D: -10; E: 3%; F: 1
COc1cccc(NC(=O)CSc2nnc(-c3ccoc3C)n2C)c1
  A: 7%; B: 5%; C: ?; D: -1; E: -2%; F: -1
CSc1c(-c2ccccc2)nc2ccccc2c1C(=O)O
  A: 38%[activator]; B: 1%; C: 109%[activator]; D: -4; E: 6%; F: -3
CCCCN(C(=O)NC(=O)Nc1nc2ccc(OC)cc2s1)S(C)(=O)=O
  A: 115%[activator]; B: -2%; C: 69%[activator]; D: 48*; E: 26%; F: 53*
CC(C(=O)N1CCOCC1)N1C(=O)C2C3CC(C(Br)C3Br)C2C1=O (stereo not drawn)
  A: -12%; B: 8%; C: 29%; D: -2; E: 0%; F: -2
O=C(Nc1cccc(C(=O)N2CCN(c3ccc(F)cc3)CC2)c1)c1ccccc1
  A: ?; B: 0%; C: -21%; D: -15; E: ?; F: -1
CSc1ccccc1C(=O)OCC(=O)NC1CCS(=O)(=O)C1 (stereo not drawn)
  A: 16%; B: 4%; C: ?; D: -4; E: 13%; F: -3
Cc1ccccc1-c1nc(CN2CCCC(C(=O)NCc3cccnc3)C2)c(C)o1 (stereo not drawn)
  A: ?; B: 0%; C: 102%[activator]; D: -8; E: ?; F: -2
Cn1nc([N+](=O)[O-])nc1Sc1ccc(C(C)(C)C)cc1
  A: 13µM*; B: -8%; C: ?; D: 23; E: 21%; F: -3
CCc1nnc(NC(=O)c2cnccn2)s1
  A: 62%[activator]; B: ?; C: ·; D: 23; E: 5%; F: 17
O=c1[nH]c2ccc(NC(=S)Nc3ccc(Cl)cc3)cc2[nH]1
  A: ·; B: 1%; C: -7%; D: -2; E: -8%; F: -4
Cc1ccc(NC(=O)c2ccc(F)c(S(=O)(=O)N3CCOCC3)c2)cc1F
  A: ?; B: 2%; C: 36%[activator]; D: 22; E: ·; F: 21
COc1ccccc1NC(=O)c1cc2c(=O)n(C)c3ccccc3c2n1C
  A: ?; B: -23%; C: ?; D: -17; E: ?; F: -2
Cc1nc2ccccc2c2oc(C(=O)NCCCN3CCCC(C)C3)cc12 (stereo not drawn)
  A: ?; B: 10%; C: -1%; D: 10; E: ?; F: -4
Cc1cc(N2C(=O)[C@@H]3[C@H](C2=O)[C@@H]2C[C@H]3C(Br)C2Br)no1 (stereo partly drawn)
  A: 2%; B: 3%; C: -3%; D: -15; E: 24%; F: -2
C/C(=N\n1nnnc1Nc1ccccc1)c1ccc(N)cc1
  A: 16%; B: -1%; C: 172%[activator]; D: 33; E: ·; F: 26*

# Three entries out of the list, sorted by length of the SMILES, low to high:
# Key to letters – A = Pf growth 48h; B = Giardia FBPA inh; C = Pf growth 96h; D = Shiga toxin inh; E = HCV inhibitor; F = Cycloheximide cs
CSc1c(-c2ccccc2)nc2ccccc2c1C(=O)O
  A: 38%[activator]; B: 1%; C: 109%[activator]; D: -4; E: 6%; F: -3
COc1cccc(NC(=O)CSc2nnc(-c3ccoc3C)n2C)c1
  A: 7%; B: 5%; C: ?; D: -1; E: -2%; F: -1
CCCCN(C(=O)NC(=O)Nc1nc2ccc(OC)cc2s1)S(C)(=O)=O
  A: 115%[activator]; B: -2%; C: 69%[activator]; D: 48*; E: 26%; F: 53*

# Additional compounds
# Key to letters – A = Pf growth 48h; B = Giardia FBPA inh; C = Pf growth 96h; D = Shiga toxin inh; E = HCV inhibitor; F = Cycloheximide cs
COc1ccc(CC(=O)N(C)Cc2cccc(OC)c2OC)cc1S(=O)(=O)N1CCOCC1
  A: ?; B: ·; C: -2%; D: ·; E: 14%; F: ·
CCCOc1cccc(C2/C(=C(/O)c3ccncc3)C(=O)C(=O)N2CCCN(C)C)c1 (stereo not drawn)
  A: 15%; B: 3%; C: 23%; D: 8; E: 11%; F: -4
CCn1c(C(=O)N2CCCC(C(=O)NCCc3ccc(C)cc3)C2)cc2sccc21 (stereo not drawn)
  A: -11%; B: 0%; C: -24%; D: -9; E: ?; F: 0
COCCN(C(=O)COC(=O)c1cccnc1Cl)c1c(N)n(Cc2ccccc2)c(=O)[nH]c1=O
  A: 16%; B: ·; C: 39%[activator]; D: ·; E: 9%; F: ·
O=C(Nc1ccc(N2CCOCC2)c(Cl)c1)c1ccccc1F
  A: 94%[activator]; B: ?; C: ·; D: 109*; E: ?; F: 35*
Cc1ccc(S(=O)(=O)N2CCCCC2C(=O)N(C)c2ccccc2)cc1 (stereo not drawn)
  A: 19%; B: 2%; C: -3%; D: -5; E: -6%; F: -2
COCCN(C(=O)COC(=O)CCS(=O)(=O)c1ccccc1)c1c(N)n(Cc2ccccc2)c(=O)[nH]c1=O
  A: ?; B: ·; C: -1%; D: ·; E: 7%; F: ·
CN1C(=O)/C(=C\c2ccc(N(C)C)cc2)OC1=S
  A: 30%[activator]; B: 3%; C: 0%; D: 1; E: -5%; F: 12*
O=C(Oc1ccccc1C(=O)N1CCOCC1)c1ccccc1
  A: 15%; B: 2%; C: ·; D: 16; E: 9%; F: -1
COc1ccc(-c2cc3nc4n(c(=O)c3s2)CCCCC4)cc1
  A: 320%[activator]; B: -8%; C: 196%[activator]; D: 78*; E: ?; F: 49*
CSc1nc2cc(Oc3cccc(Cl)c3Cl)c(Cl)cc2[nH]1
  A: 6.7µM*; B: ?; C: 12µM*; D: -8; E: 7.9µM*; F: 10

# Given with two lines to a compound: three of the compounds above
# The line under a structure holds: Pf growth 48h | Giardia FBPA inh | Pf growth 96h | Shiga toxin inh | HCV inhibitor | Cycloheximide cs
Cc1coc2c(O)cc3c(c12)OC1(N2CCCCC2)C(=O)NCCCC31 (stereo not drawn)
→ 12µM* | ? | 9.3µM* | -3 | ? | 0
CCN(CC)S(=O)(=O)c1ccc(Cl)c(NC(=O)c2ccccc2C)c1
→ 15% | -8% | -30% | -10 | ? | 0
Cc1ccc2[nH]cc(CCNC(=O)c3cccs3)c2c1
→ -24% | 12% | -3% | 22 | 11% | 21
